Bioassay records as filed in PubChem.
TEAD-YAP block: TEAD-YAP interaction inhibition | HEK-TIYL cells, TEAD-Gal4/YAP UAS-luciferase luminescence | inhibition, % at 9.12 µM | hit rate 1.4% among 640,000 | AID 1259422; in the data active = inhibition above about 32%;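 also: 0% = median of test compound wells and 100% = reference inhibitor wells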
FBW7 activator: activators of human E3 ligase FBW7; normalized activity (activation), % at 26.1 µM; Q969H0; hit rate 0.13% among 650,000; AlphaScreen FBW7–phospho-cyclin E peptide binding, activator screen; in the data active = normalized activity above about 1.9%;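 also: purified mutant Fbw7 with reduced substrate affinity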
Target sequence (Q969H0 whole entry, looked up): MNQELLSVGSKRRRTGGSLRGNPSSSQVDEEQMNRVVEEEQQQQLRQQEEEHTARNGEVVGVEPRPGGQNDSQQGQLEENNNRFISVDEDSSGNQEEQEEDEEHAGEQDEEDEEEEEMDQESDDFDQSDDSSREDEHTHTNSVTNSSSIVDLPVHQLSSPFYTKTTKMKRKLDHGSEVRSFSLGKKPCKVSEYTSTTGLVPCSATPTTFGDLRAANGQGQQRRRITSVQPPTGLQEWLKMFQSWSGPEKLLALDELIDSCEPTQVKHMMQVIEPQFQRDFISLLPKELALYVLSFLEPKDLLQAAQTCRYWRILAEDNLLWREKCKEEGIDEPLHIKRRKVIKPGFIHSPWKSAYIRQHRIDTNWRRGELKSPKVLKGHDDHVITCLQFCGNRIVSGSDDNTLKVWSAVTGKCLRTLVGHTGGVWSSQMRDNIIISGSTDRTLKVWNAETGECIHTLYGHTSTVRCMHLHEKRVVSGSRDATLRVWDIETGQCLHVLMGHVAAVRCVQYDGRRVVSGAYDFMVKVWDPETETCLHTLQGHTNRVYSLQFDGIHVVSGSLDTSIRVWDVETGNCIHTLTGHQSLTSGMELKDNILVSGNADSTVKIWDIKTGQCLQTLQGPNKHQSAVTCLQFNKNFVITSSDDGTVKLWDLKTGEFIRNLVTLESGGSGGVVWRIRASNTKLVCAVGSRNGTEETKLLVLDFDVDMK
GPR151 ag: human GPR151 activation; Q8TDV0; PathHunter beta-arrestin GPR151 cells, luminescence; activation, % at 11.2 µM; hit rate 1% among 650,000; AID 1508602; in the data active = activation above about 4.9%;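 also: 0% = median of compound wells and 100% = cells with positive control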
MITF inh: blocks human microphthalmia-associated transcription factor; AID 1259374; hit rate 0.91% among 650,000; AlphaScreen MITF homodimerization, bead proximity signal; O75030; inhibition, % at 2.6 µM; in the data active = inhibition above about 50%;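 also: 0% = vehicle wells with protein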
Numbers without * were called inactive; x = no result given; & = joins results of further samples. Outcome played no part in choosing rows; overall some 3.4% were active at least once.

Order of results – TEAD-YAP block, FBW7 activator, GPR151 ag, MITF inh
[1] CCOc1ccc(C2C(C(=O)O)c3ccccc3C(=O)N2CCN2CCOCC2)cc1 (configuration not stated)
 : 9.3, -0.3, -0.1, -7.4
[2] CCOc1cccc(C(=O)Nc2ccc3nn(-c4ccccc4)nc3c2)c1
 : 1.4, -0.1, 0.0, -13.4
[3] Cc1nc2c(c(-c3ccco3)c1C#N)N1CCC2CC1
 : 0.4, -0.2, -2.3, -4.0
[4] CSc1ccc(C2C(C#N)=C(N)N(c3ccc([N+](=O)[O-])cc3)C3=C2C(=O)CCC3)cc1 (configuration not stated)
 : 5.0, -0.1, 1.9, 9.5
[5] COc1ccccc1-c1cc(C(=O)N/N=C\c2ccccc2)[nH]n1
 : -3.0, -0.1, 2.5, 3.2
[6] COC(=O)c1ccccc1NC(=O)c1ccc(N2C(=O)c3ccccc3C2=O)cc1
 : 5.4, 0.1, 0.3, 2.2
[7] O=C(O)c1ccc(N2C(=O)CC(N3CCN(c4ccccc4Cl)CC3)C2=O)cc1 (configuration not stated)
 : 5.8, 0.1, 0.4, 2.5
[8] CCCCN1C(=O)c2cccc3c(NC(=O)C4CCN(S(C)(=O)=O)CC4)ccc1c23
 : 12.9, 0.0, 0.0, -4.8
[9] CC(=O)c1c(C)[nH]c(C(=O)Nc2ccc(C)c(S(=O)(=O)N(C)C)c2)c1C
 : -57.3, -0.2, 2.1, -6.0
[10] Fc1ccc(C2=Nc3cccc4cccc(c34)N2)cc1
 : 1.0, 0.1, 0.2, 4.3
[11] N#Cc1c(NC(=O)c2cc(S(=O)(=O)N3CCCCC3)c(Cl)cc2Cl)sc2c1CCCC2
 : -8.3, 0.0, -0.3, -15.9
[12] CCSc1nc2ccc(NC(=O)CSc3ccccn3)cc2s1
 : -40.3, 0.2, -0.8, 20.6
[13] Cc1ccccc1-n1nc2c(c1NC(=O)COc1ccc(Cl)cc1Cl)CS(=O)(=O)C2
 : -2.2, 0.0, 8.8*, 6.6
[14] O=C(NNC(=S)NC(=O)c1ccccc1[N+](=O)[O-])c1ccc(O)cc1
 : 4.9, -0.7, -0.1, -16.1
[15] Cc1cc2cc(CNS(C)(=O)=O)ccc2n1C
 : -12.3, 0.0, -1.3, -3.7
[16] CCOC(=O)C1=C(COC(=O)c2cc(S(N)(=O)=O)ccc2OC)NC(=O)NC1CC (configuration not stated)
 : 0.0, 0.1, -0.1, 13.5
[17] CC1=C(C(=O)Nc2ccc(Cl)cc2)C(c2ccncc2)C(C#N)=C(SCc2ccccc2)N1 (configuration not stated)
 : 1.3, -0.2, 1.6, 2.6
[18] CCOC(=O)C1=c2s/c(=C\c3cccnc3)c(=O)n2C(N)=C(C(=O)OC)C1c1cccnc1 (configuration not stated)
 : 7.9, 0.1, 0.0, 7.3
[19] C=CCOn1c(=O)c(=O)n(OCC=C)c2ccccc21
 : 1.4, 0.1, 0.0, 19.2
[20] NS(=O)(=O)c1ccc(NC(=O)COC(=O)CNC(=O)c2ccccc2Cl)cc1
 : 0.0, -0.1, 3.2, -8.4
[21] O=C(CSc1cccc2cccnc12)Nc1nc2ccccc2s1
 : 1.8, -0.1, 1.0, 10.7
[22] CCN(CC)c1nc2c(C)cccn2c(=O)c1/C=N/O
 : 17.1, 0.4, -1.1, 16.3
[23] CC(C)(CSc1nnc(Nc2ccccc2)s1)NS(=O)(=O)c1ccccc1
 : 3.1, 0.0, 1.9, 11.5
[24] N#Cc1c(-c2ccccc2)cc(-c2ccco2)[nH]c1=O
 : -0.3, -0.4, -0.6, 0.7
[25] O=C(c1cccs1)N1CCN=C1SCc1cccc([N+](=O)[O-])c1
 : 4.8, 0.2, 2.4, 7.0
[26] CCOC(=O)C(C)Oc1ccc2c(oc(=O)c3ccccc32)c1C (configuration not stated)
 : -29.4, 0.0, 0.0, -1.5
[27] COc1cc2c(cc1OC)C(/C(=N/O)C(C)=O)=NCC2
 : 14.3, 0.0, 0.4, 3.4
[28] Cn1cnc(S(=O)(=O)N2CCCN(C(=O)OC(C)(C)C)CC2)c1
 : 5.8, 0.5, -1.8, 8.1
[29] COc1ccc(/C=C2\NC(=S)NC2=O)cc1C
 : -22.4, -0.1, 0.6, -12.0
[30] COc1ccccc1N1C(=O)CN(Cc2cccs2)C1=S
 : 0.9, -0.1, -1.7, 5.4

Screen by screen, from the results shown.
FBW7 activator for nos. 17–27, in order: -0.2, 0.1, 0.1, -0.1, -0.1, 0.4, 0.0, -0.4, 0.2, 0.0, 0.0

Later entries:
Order of results – TEAD-YAP block, FBW7 activator, GPR151 ag, MITF inh
[31] CCOC(=O)c1c(NC(=O)c2ccc(OC)cc2)sc2c1CC(C)CC2 (configuration not stated)
 : -1.5, -0.3, 0.7, 14.2
[32] Fc1ccc(C2=CC(c3cccc4ccccc34)n3nnnc3N2)cc1 (configuration not stated)
 : -0.2, 0.2, -1.6, 6.7
[33] Cc1ccccc1N1C(=O)C2CC2C1=O (configuration not stated)
 : 6.1, 0.1, 0.8, 3.4
[34] CCOc1ccc(C(=O)Nc2cc(-c3nc4cc(C)ccc4o3)ccc2C)cc1Cl
 : -1.1, -0.2, 1.0, 5.4
[35] O=C(Nc1ccc(Cl)cc1)C1CC2CCCN2C12C(=O)Nc1ccccc12 (configuration not stated)
 : -1.6, -0.2, -2.3, 6.0
[36] Cc1[nH]n(-c2ccccc2)c(=O)c1C(c1ccc(N(C)C)cc1)c1c(C)[nH]n(-c2ccccc2)c1=O
 : -1.4, -1.2, 0.6, 12.1
[37] COc1cccc(-c2nc3c(C)cccn3c2NCC2CCCO2)c1OC (configuration not stated)
 : 0.8, 0.0, 1.1, -4.6
[38] O=C(O)C1C2CCC(C2)C1C(=O)O (configuration not stated)
 : -22.7, 0.6, 0.3, 22.0
[39] O=C1CCC(CCC(=O)N2CCCC2c2nccs2)(Cc2ccccc2)N1 (configuration not stated)
 : -38.0, -0.2, -0.1, 10.0
[40] COCCCN1C2=C(C(=O)CC(C)(C)C2)C(c2ccc(O)cc2)C2=C1CC(C)(C)CC2=O
 : 1.4, 0.0, 3.1, 10.2
[41] CN(C)c1nc2c(N)ncnc2n1C1OC(CO)C(O)C1O (configuration not stated)
 : -4.2, 0.1, 1.3, 10.5
[42] Cc1cc(C)cc(NC(=O)CSc2nc(O)cc(=O)[nH]2)c1
 : 16.9, -0.1, 0.6, 9.1
[43] C/C(=N/NC(=O)c1cc(C)oc1C)c1ccccc1Cl
 : -35.3, 0.1, -1.1, -5.7
[44] CCOC(=O)C1(Cc2cccc(OC)c2)CCCN(Cc2cnc(C)[nH]2)C1 (configuration not stated)
 : -2.5, 0.5, 0.9, 9.1
[45] O=C(O)CC(NCc1ccco1)C(=O)NCc1ccccc1 (configuration not stated)
 : 6.3, 0.2, -2.7, 18.1
[46] Cn1cc(CCC(=O)NCc2ccccc2)c2ccccc21
 : -1.6, 0.1, -0.8, 1.3
[47] CN=C1SC(CC(=O)Nc2ccccc2SC)C(=O)N1C (configuration not stated)
 : -5.3, -0.1, -1.3, -5.3
[48] COc1ccc(-n2c3c(cc(C(N)=O)c2=O)C(=O)CCC3)cc1
 : -8.1, 0.0, -0.2, 0.3
[49] N#Cc1nc(Cl)c(Cl)c(Nc2cccc(F)c2)c1Cl
 : 13.1, 0.1, 1.3, 7.4
[50] COc1ccnc2c1c(=O)n(Cc1ccccn1)c(=O)n2C
 : 7.9, 0.1, -1.5, 19.5
[51] CC(=O)C1C(=O)N(S(=O)(=O)c2ccc(C)cc2)CC1c1ccccc1 (configuration not stated)
 : 3.6, 0.1, 0.8, -5.0
[52] COC1CCCC(C(=O)N2CCC3(CC2)NC(=O)c2ccccc2N3)C1 (configuration not stated)
 : 1.2, -0.1, -1.3, -4.5
[53] O=C(Nc1cccc(-c2ccc(F)cc2)c1)C1CCCN(C(=O)CC2CC2)C1 (configuration not stated)
 : -0.6, 0.0, 1.2, 8.2
[54] Cc1ccc(Oc2c(F)c(F)c(Oc3ccc(C)c(C)c3)c(F)c2F)cc1C
 : -2.9, -0.1, -1.5, -11.1
[55] CCOc1cc(/C=N/NC(=O)c2cc(I)ccc2O)ccc1O
 : 5.5, 0.4, -1.0, 1.6
[56] Cc1ccc(C(=O)N(C)C2(C)CCS(=O)(=O)C2)cc1 (configuration not stated)
 : 3.0, -0.2, -0.4, -19.6
[57] COC(=O)/C(C#N)=C/c1ccc(-c2ccc(S(N)(=O)=O)cc2)o1
 : -7.7&-0.9, -0.1&0.0, -0.7&-1.0, -0.4&-5.0
[58] COC(=O)C1=C(C)N(c2ccc(C(C)C)cc2)C(=O)/C1=C\c1ccc2c(c1)OCO2
 : -15.2, -0.1, 1.3, -3.1
[59] CC(C)OCCCn1c(=O)c2ccccc2n2c(CCC(=O)Nc3ccccc3)nnc12
 : 3.0, 0.6, 1.2, 7.8
[60] CSc1ccccc1NC(=O)c1nn2c(c1Cl)NC(c1ccco1)CC2C(F)(F)F (configuration not stated)
 : -20.8, 0.0, 0.6, -7.9
[61] COc1cc2c(-c3ccc(O)cc3)nc3c(c(Cc4ccccc4)nn3-c3ccccc3)c2cc1OC
 : -3.3, 0.0, -0.4, -0.3
[62] Cc1ccc(CNC(=O)CN(C)S(=O)(=O)c2cc3c(cc2Cl)NC(=O)CO3)cc1
 : -2.4, -0.1, -0.4, 0.9
[63] CC1=CC(=C(C#N)c2nc3ccccc3s2)C=C(C)N1CC1CCCO1 (configuration not stated)
 : -1.6, 0.0, 0.3, 8.2
[64] O=C(c1cnn(-c2ccccc2[N+](=O)[O-])c1)c1cc(F)ccc1O
 : 2.2, -0.1, -1.2, -2.9
[65] CCCNC(=O)c1cn[nH]c1-c1ccc(OC)cc1
 : 4.0, -0.2, 0.5, 0.0
[66] CCOC(=O)c1ccc(NC(=O)c2nn(Cc3ccccc3)c(=O)c3ccccc23)cc1
 : -3.2, 0.0, -0.1, 3.2
[67] C=CCOc1ccc(/C(O)=C2/C(=O)C(=O)N(CCN(CC)CC)C2c2ccc(OC)cc2)c(C)c1 (configuration not stated)
 : 5.4, 0.1, 1.3, 19.4
[68] COc1cc(C2=N/C(=C\N(C)C)C(=O)O2)cc(OC)c1OC
 : -6.3, 0.1, 1.0, 6.1
[69] O=C(N/N=C\C=N/NC(=O)C(O)c1ccccc1)C(O)c1ccccc1 (configuration not stated)
 : 4.8, 0.0, 0.0, -0.2
[70] CCCNC(=O)Cn1cnc2sc(C(=O)NCCCN(CC)CC)c(C)c2c1=O
 : 3.6, -0.1, 0.1, -1.4
[71] CC(C)OC(=O)c1c(NC(=O)COc2ccc(Cl)cc2Cl)sc2c1CCCC2
 : -2.3, 0.1, 0.1, 5.1
[72] Cc1ccc2c(c1)NC(C)(C)c1ssc(=NCc3ccc(Cl)cc3)c1-2
 : 6.2, -0.2, -0.1, 4.8
[73] O=C1CCC(=O)N1c1cccc(S(=O)(=O)N2CCOCC2)c1
 : 7.8, 0.2, 1.8, 7.4
[74] CCOC(=O)CSc1nc2sc3c(c2c(=O)n1-c1ccc(OC)cc1)CCCC3
 : -7.3, 0.2, -0.8, 3.8
[75] O=C(Cc1ccc(F)cc1)NCCc1nnc2n1CCN(Cc1cccnc1)CC2
 : 1.8, 0.0, -0.1, 5.6

Looked up by compound from above (3):
Order of results – TEAD-YAP block, FBW7 activator, GPR151 ag, MITF inh
[71] CC(C)OC(=O)c1c(NC(=O)COc2ccc(Cl)cc2Cl)sc2c1CCCC2
 : -2.3, 0.1, 0.1, 5.1
[61] COc1cc2c(-c3ccc(O)cc3)nc3c(c(Cc4ccccc4)nn3-c3ccccc3)c2cc1OC
 : -3.3, 0.0, -0.4, -0.3
[72] Cc1ccc2c(c1)NC(C)(C)c1ssc(=NCc3ccc(Cl)cc3)c1-2
 : 6.2, -0.2, -0.1, 4.8

(more compounds)
Order of results – TEAD-YAP block, FBW7 activator, GPR151 ag, MITF inh
[76] C/C=C(\C)CN1CCc2nnc(C(C)NC(=O)c3cccnc3)n2CC1 (configuration not stated)
 : 1.7, -0.1, -0.5, 1.8
[77] CCOC(=O)N1CCc2c(sc(NCc3ccccc3OCC)c2C(=O)Nc2ccc(OC)cc2OC)C1
 : 8.0, -0.5, -0.1, 7.3
[78] O=C(COc1ccc(OCc2ccccc2)cc1)N/N=C/c1ccc2c(c1)OCCO2
 : 6.2, -0.1, -3.2, 0.1
[79] Nc1nc(NCCc2ccc(O)cc2)nc2nc(-c3ccco3)nn12
 : x, 0.1, 1.3, 33.4
[80] O=C1c2cccnc2C(=O)N1Cc1ccc(S(=O)(=O)NCc2cccnc2)s1
 : -5.7, -0.1, 0.0, 17.4
[81] Cn1c(NC(=O)c2ccc(F)cc2)cc(=O)n(C)c1=O
 : 3.8, -0.1, -1.5, 5.9
[82] O=[N+]([O-])c1ccccc1/C=N/n1c(-c2ccncc2)n[nH]c1=S
 : -1.8, 0.1, -0.7, 14.0
[83] CCc1ccc(C(=O)N[C@H]2C[C@H]3C(=O)N4CCC[C@@H]4C(=O)N3C2)cc1
 : -1.0, 0.1, -1.2, -2.3
[84] CC(=O)N1c2ccccc2NC2=C(C(=O)CC(C)C2)C1c1ccccc1 (configuration not stated)
 : 0.6, 0.0, -1.2, 13.1
[85] Oc1ccc(-c2cnc3c(NCc4cccs4)nccn23)cc1
 : -74.5, 1.6, 0.0, 1.4
[86] CC1=C(C(=O)OCCC#N)C(c2cccc(Br)c2)NC(=O)N1 (configuration not stated)
 : 4.6, 0.3, 0.4, 15.8
[87] Cc1ccccc1C(=O)NC(=S)Nc1ccccc1C(=O)O
 : 0.1, -0.1, 0.7, -6.2
